BCLXL inh – inhibitors of human Bcl-xL, primary screen, biochemical, fluorescence polarization, HTS; hit rate 0.7% among 320,000; inhibition, % at 10.9 µM; AID 2129, 2009; Bcl-2-like protein 1 (Homo sapiens), Q07817; GST-Bcl-xL / FITC-Bim BH3 peptide fluorescence polarization;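 active means inhibition above the mean of all tested compounds plus 3 SD, cutoff set per campaign, cut at about 30% in these data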;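 further: 0% = DMSO wells and 100% = unlabeled Bim-BH3 peptide competitor; inhibitors lower millipolarization by displacing the labeled peptide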
MEX-5 binding – MEX-5 zinc finger RNA-binding disruptors – biochemical, C. elegans, fluorescence polarization, MLPCN library, primary screen. hit rate 0.38% among 300,000. MEX-5/FITC-TCR2 RNA binding; stronger effect = lower value. Zinc finger protein mex-5 (Caenorhabditis elegans), Q9XUB2. AID 1832, 2009. activity score (negative = inhibition of binding), % at 10 µM;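 active means inhibition past about -25% in most replicates, and total fluorescence under double the plate's negative control median, limit read from the data; inconclusive means replicates evenly split on the limit, or fluorescence at least double controls; inactive means too little inhibition in most replicates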;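 further: 0% = DMSO and -100% = 5 µM competing unlabeled TCR2 RNA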
Target sequence (Q9XUB2 whole entry, looked up): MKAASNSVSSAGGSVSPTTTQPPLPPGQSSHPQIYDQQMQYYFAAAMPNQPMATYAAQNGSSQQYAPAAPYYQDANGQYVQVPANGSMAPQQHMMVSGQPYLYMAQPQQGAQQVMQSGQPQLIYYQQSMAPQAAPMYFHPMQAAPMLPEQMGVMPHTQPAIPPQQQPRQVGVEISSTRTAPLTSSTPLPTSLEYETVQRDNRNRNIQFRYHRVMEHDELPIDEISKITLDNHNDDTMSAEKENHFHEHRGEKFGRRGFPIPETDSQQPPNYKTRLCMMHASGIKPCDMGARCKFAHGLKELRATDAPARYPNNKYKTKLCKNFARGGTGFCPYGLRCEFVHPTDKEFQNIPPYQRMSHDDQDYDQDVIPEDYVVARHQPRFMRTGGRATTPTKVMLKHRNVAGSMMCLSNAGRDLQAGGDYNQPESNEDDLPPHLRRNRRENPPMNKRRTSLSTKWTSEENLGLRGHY
pPAFAH inh – pPAFAH enzyme inhibitors, primary screen, biochemical, fluorescence polarization, human. recombinant pPAFAH, FP-rhodamine probe fluorescence polarization. hit rate 1.5% among 330,000. Platelet-activating factor acetylhydrolase (Homo sapiens), Q13093. inhibition, % at 3.39 µM;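 active means inhibition above the mean inhibition across the screen plus 3 SD, cut at about 25% in these data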;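 further: inhibitors block binding of the rhodamine activity-based probe so polarization drops; 0% = enzyme with DMSO and 100% = wells lacking pPAFAH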
PAFAH1B2 FP inh – PAFAH1B2 enzyme inhibitors, primary screen, biochemical, fluorescence polarization, human. Platelet-activating factor acetylhydrolase IB subunit alpha2 (Homo sapiens), P68402. AID 492953, 2010. inhibition, % at 3.39 µM. recombinant PAFAH1B2, FP-rhodamine activity probe. hit rate 1.2% among 340,000;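 active means inhibition above the mean of all tested compounds plus 3 SD, cut at about 24% in these data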;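 further: 0% = enzyme with DMSO and 100% = wells lacking PAFAH1B2; many of its hits are not listed in these tables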
Target sequence (P68402 whole entry, looked up): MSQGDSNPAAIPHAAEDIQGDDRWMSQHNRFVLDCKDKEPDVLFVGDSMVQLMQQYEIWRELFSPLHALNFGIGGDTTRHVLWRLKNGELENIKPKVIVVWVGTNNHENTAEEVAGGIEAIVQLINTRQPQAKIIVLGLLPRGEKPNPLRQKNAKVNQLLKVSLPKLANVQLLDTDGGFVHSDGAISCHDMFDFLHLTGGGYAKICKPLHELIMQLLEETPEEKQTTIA
AHR act – AHR activators, primary screen, cell-based, luminescence, luciferase reporter, human; AHR-responsive luciferase reporter cells; activation, % at 5 µM; hit rate 2.5% among 320,000; AID 2796, 2010; in the data active means activation above about 47%;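 further: 0% = vehicle wells and 100% = reference agonist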
MCL1 BIM primary – inhibitors of MCL1 binding to BIM-BH3, primary screen, biochemical, fluorescence polarization; GST-MCL1 / FITC-Bim-BH3 fluorescence polarization; inhibition, % at 10.9 µM; hit rate 0.68% among 320,000; AID 2057, 2009;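 active means inhibition above the mean inhibition of all tested compounds plus 3 SD, set per campaign, cut at about 40% in these data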;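 further: 0% = DMSO wells and 100% = unlabeled Bim-BH3 peptide control; higher means more loss of mP so more displacement of Bim peptide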
Fam108B counter – mouse Fam108B serine hydrolase inhibitors, primary screen, counter-screen for RBBP9 inhibitor project, biochemical, fluorescence polarization. recombinant Fam108B, FP-Rh probe fluorescence polarization. inhibition, % at 9.51 µM. hit rate 0.33% among 300,000;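 active means inhibition above the screen mean inhibition plus 3 SD, computed separately per campaign, cut at about 18% in these data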;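 further: inhibitors lower polarization as less probe binds the enzyme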
GLD-1 TGE inh – GLD-1/TGE RNA complex disruptors, primary screen, biochemical, fluorescence polarization. Female germline-specific tumor suppressor gld-1 (Caenorhabditis elegans), Q17339. purified GLD-1 + fluorescein TGE RNA. inhibition, % at 5.96 µM. hit rate 0.44% among 320,000;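 active means percent inhibition above a per-plate cutoff, the plate mean of test compounds plus 3 SD, cut at about 30% in these data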;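 further: 0% = DMSO wells with GLD-1 and probe and 100% = wells lacking GLD-1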
PME-1 inh – PME-1 inhibitors via competitive probe labeling, primary screen, biochemical, fluorescence polarization, FP-Rh probe, HTS; Protein phosphatase methylesterase 1 (Homo sapiens), Q9Y570; recombinant PME-1; AID 2130, 2009; inhibition, % at 5.9 µM; hit rate 0.53% among 320,000;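 active means inhibition above the campaign mean of all compounds plus 3 SD, cut at about 26% in these data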;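 further: competitive labeling of PME-1 active site by serine hydrolase directed probe; 0% = PME-1 with DMSO and 100% = wells lacking PME-1 enzyme; inhibitors block probe labeling so polarization falls and inhibition rises; many of its hits are not listed in these tables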
Target sequence (Q9Y570 whole entry, looked up): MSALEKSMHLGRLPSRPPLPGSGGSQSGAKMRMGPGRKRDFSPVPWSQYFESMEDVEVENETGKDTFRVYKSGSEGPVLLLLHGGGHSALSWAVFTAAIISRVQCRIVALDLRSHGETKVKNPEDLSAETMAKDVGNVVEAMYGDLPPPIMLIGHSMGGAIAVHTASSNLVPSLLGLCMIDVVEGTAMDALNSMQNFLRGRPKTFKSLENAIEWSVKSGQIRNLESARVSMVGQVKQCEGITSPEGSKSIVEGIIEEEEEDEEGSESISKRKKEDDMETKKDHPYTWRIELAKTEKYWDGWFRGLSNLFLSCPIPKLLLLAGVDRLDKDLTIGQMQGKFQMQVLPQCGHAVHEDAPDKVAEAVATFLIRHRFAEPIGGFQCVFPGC
* = called active by the depositor; ? = inconclusive; / = no result given. Only part of the results is shown; rates above refer to the full screens.

SMILES	BCLXL inh	MEX-5 binding	pPAFAH inh	PAFAH1B2 FP inh	AHR act	MCL1 BIM primary	Fam108B counter	GLD-1 TGE inh	PME-1 inh
CSc1ccccc1NC(=O)Cn1c(-c2cscn2)nc2ccccc21	2	0.3	4	4	-1	0	-2	3	2
CCCCC(=O)Nc1ccc(F)c(Cl)c1	6	-0.4	-2	4	0	8	-3	-2	0
COc1cccc(NC(=O)Nc2ccc3c(c2)CCC3)c1	5	-6.1	14	8	5	2	3	2	9
Cc1cc(C)n(CCN(C)Cc2cn[nH]c2-c2ccc(F)cc2F)n1	2	0.3	-4	4	2	5	3	5	-4
Cn1c(=O)c(Oc2ccc(F)cc2)c(O)c2ccccc21	1	-2.3	6	5	2	8	1	2	-4
CC(=O)N[C@@H](Cc1c[nH]c2ccccc12)C(=O)OCc1cc(C(F)(F)F)cc(C(F)(F)F)c1	4	/	5	0	-3	1	5	6	5
O=C(c1cc(COc2ccc(F)cc2F)on1)N1CCSCC1	2	-2.4	1	4	0	0	-2	6	-6
O=C(/C=C/c1ccccc1[N+](=O)[O-])OC1CCCCC1=O (stereo unspecified)	6	1.4	-3	5	3	8	0	2	-4
COc1ccccc1NS(=O)(=O)c1ccc2oc(SC)nc2c1	12	2.5	-4	3	-1	3	1	1	6
CCc1cc(-c2n[nH]c(CCC(=O)O)c2-c2nc3ccccc3n2C)c(O)cc1O	13	-22	-1	4	1	10	4	1	-3
CSc1ccccc1C(=O)C1CCCN(C(=O)c2csnn2)C1 (stereo unspecified)	5	1.0	2	4	13	7	-2	-3	1
O=C(N/N=C/c1cccnc1)c1cc(O)c(O)c(O)c1	15	-31*	8	0	-2	27	-8	8	-8
Cc1ccc(NC(=O)C/C(N)=N/O)cc1C	-3	2.4	-1	2	4	-12	0	1	-2
CC(C(=O)NC1CCCC1)N1CCN(S(=O)(=O)c2ccc(C(C)(C)C)cc2)CC1 (stereo unspecified)	-2	/	1	-2	-1	-11	/	5	2
COc1ccccc1CNC(=O)CCNC(=O)N1CC(=O)Nc2ccccc21	11	0.1	2	-1	3	0	-3	1	3
COc1cc(C2C(C#N)=C(N)N(N(C)C)C3=C2C(=O)CCC3)cc(OC)c1OC (stereo unspecified)	9	0.3	4	2	4	7	0	2	2
CCN1CC=C2C(C#N)=C(N)C(C#N)(C#N)C(c3cc(Cl)ccc3Cl)C2C1 (stereo unspecified)	122*	?	18	5	11	150*	4	104*	7
O=C(CCC(=O)N(CC(=O)NC1CCCC1)Cc1ccc(F)cc1)Nc1nccs1	0	-0.5	1	1	-1	1	3	-3	-5
COc1ccc(CNC(=O)C2CCCN(S(=O)(=O)c3ccccc3)C2)cc1 (stereo unspecified)	3	-1.1	0	13	-2	1	-5	3	11
Cc1nnc(SCC(=O)N2CCCC(C(=O)c3ccc(Cl)cc3)C2)o1 (stereo unspecified)	6	0.7	7	2	-1	1	-8	6	2
O=C(CSc1cccc2cccnc12)N/N=C/c1ccc(O)cc1	0	4.9	6	3	6	1	-3	1	4
CCOC(=O)C1CCCN(CC(=O)Nc2nccs2)C1 (stereo unspecified)	8	-4.9	28*	2	0	7	-1	6	-5
CC(=O)c1c(C)n(CC(=O)NCc2ccco2)c2ccccc12	6	3.1	1	1	-2	6	2	0	1
CN1CC(=O)N(CC(=O)NCc2ccc3c(c2)OCO3)C1=O	-1	0.6	5	2	1	-4	1	-8	3
CC(C(=O)N1CCN(c2ccc(Cl)cc2)CC1)c1ncc(C(F)(F)F)cc1Cl (stereo unspecified)	4	-1.6	0	7	2	2	4	1	1
CCC(C)NC(=O)CSc1nc2n[nH]c(C)c2c(=N)n1-c1ccc(OC)cc1 (stereo unspecified)	8	-2.3	4	-2	17	0	0	10	3
CN(C)C(=O)CSc1nnc([C@H](Cc2ccccc2)NC(=O)OC(C)(C)C)o1	12	1.9	4	7	0	7	2	10	2
Cc1ccc(C)c(NC(=O)C(Sc2cccc[n+]2[O-])c2ccccc2)c1 (stereo unspecified)	-9	1.0	3	1	4	-3	-1	4	3
CCn1nc(C(=O)OC(C(=O)c2c[nH]c3ccccc23)c2ccccc2)c2ccccc2c1=O (stereo unspecified)	-4	1.4	-28	-24	13	1	-38	0	-67
CN1CCN(c2ccc(S(=O)(=O)N3CCOCC3)cc2NC(=O)CSCc2ccccc2)CC1	/	/	1	10	-1	/	/	0	/
COc1cc(O)c(CCC(=O)c2ccc(OC)c(OC)c2)c(OC)c1	1	0.6	-9	2	22	-11	-2	0	-3
Cc1cc(=O)oc2c3c(cc(OCC(=O)NCc4ccccc4)c12)OC(C)(C)CC3	1	0.5	33*	10	6	3	-4	-4	1
CC(=O)N1CCN(C(=O)CCNS(=O)(=O)c2ccc(Br)cc2)CC1	2	/	5	18	-1	0	/	2	-1
COc1ccccc1N1CCN(C(=O)c2ccc(Cn3c(=O)[nH]c4ccsc4c3=O)cc2)CC1	0	0.9	6	2	0	-2	2	1	0
CCN(CC)CCCN1C(=O)CSC1c1ccc2c(c1)OCO2 (stereo unspecified)	-2	/	-1	4	3	4	1	7	-3
Cc1nn(-c2cccc(Cl)c2)c(Cl)c1/C=N/NC(=O)c1cccs1	10	/	10	-5	8	5	-5	7	0
CC(=O)c1ccc(C(=O)N(C)C2CCCN(Cc3ccccc3F)C2)s1 (stereo unspecified)	-2	-1.9	7	6	2	3	0	5	-4
CN(CCC#N)C(=S)Nc1ccc(S(=O)(=O)N2CCOCC2)cc1	1	-1.6	0	6	1	3	3	6	-4
COc1ccccc1C(=O)C1CCCN(Cc2cn[nH]c2C2CCCCC2)C1 (stereo unspecified)	-1	3.1	1	0	1	7	5	6	4
C/C(CC(=O)Nc1ccc2c(c1)OCCO2)=N\NC(=O)COc1ccccc1C	6	-3.3	2	2	3	7	-2	4	-4
COc1cc(NC(=O)C2CCCCC2)c(OC)cc1NC(=O)c1ccccc1	8	0.2	11	0	54*	9	1	1	2
CCOC(=O)C1=C(COC(=O)CCOc2ccccc2)NC(=O)NC1C (stereo unspecified)	0	/	4	9	-1	0	/	-2	4
CCCCNC(=O)C12CCC(C)(C(=O)C1Br)C2(C)C (stereo unspecified)	5	-0.7	4	3	1	3	0	5	-1
CC(=O)c1ccc(NC(=O)C2CCN(S(=O)(=O)c3cccc4cccnc34)CC2)cc1	2	0.5	-7	5	0	3	-3	2	1
Cc1cc(NC(=O)CSCC(=O)OCc2nnc(-c3ccccc3)o2)no1	-2	1.6	5	5	-1	2	4	1	2
CC(C)Oc1cccc(-c2cc(C(=O)N3CCN(S(C)(=O)=O)CC3)c3ccccc3n2)c1	3	-1.3	-2	2	13	2	0	-9	-2
Cc1ccnc(NC(=O)c2cccc(NC(=O)c3ccccc3C)c2)c1	4	1.3	-7	-1	2	15	1	3	1
Cc1nnc(NC(=O)CC23CC4CC(CC(C4)C2)C3)s1	1	-0.8	3	28*	1	3	0	2	-4
CN1CCN(CC(O)COC(c2ccccc2)c2ccccc2)CC1 (stereo unspecified)	5	0.4	2	/	1	2	0	0	2
CCOc1ccc2ccc(OCC)c(/C=N/n3cnnc3)c2c1	2	0.6	5	0	17	-3	-2	2	1
(next part)
SMILES	BCLXL inh	MEX-5 binding	pPAFAH inh	PAFAH1B2 FP inh	AHR act	MCL1 BIM primary	Fam108B counter	GLD-1 TGE inh	PME-1 inh
COc1ccc(C)cc1-n1nnnc1SCc1csc(C)n1	0	-1.3	-5	1	14	-1	-2	-1	-9
CN(Cc1cnn(C)c1)C(=O)c1sc2cccc(Cl)c2c1Cl	0	0.5	3	-5	-3	1	-3	4	17
COC(=O)CNc1cc(S(=O)(=O)N2CCCCC2)ccc1Oc1ccc(C(=O)OC)cc1	0	0.2	-1	0	3	1	3	-1	1
C=CCn1c(SC(C)CC)nc(O)cc1=O (stereo unspecified)	-8	1.3	4	5	0	-3	2	5	5
Cc1ccc(C)c(OCCCCn2ccnc2)c1	6	1.4	9	1	16	0	-5	-3	1
Cc1cccc(-c2nc(C#N)c(NC3CCCCC3)o2)c1	0	0.5	4	1	145*	-2	5	7	7
Cc1cc([N+](=O)[O-])nn1Cc1ccc(C(=O)N/N=C/c2ccc(F)cc2)cc1	0	-1.5	2	1	2	-3	-6	-2	-8
COc1ccc(NC(=O)COc2cccc3c2CCN(Cc2cccnc2)C3=O)c(OC)c1	11	-1.3	6	-7	11	6	0	0	5
O=S(=O)(c1ccc(C2CCCCC2)cc1)N1CCN(c2ncccn2)CC1	2	-1.9	-5	0	-2	2	4	8	2
CCOc1ccccc1NC(=O)CSc1ccc(-c2sc(C)nc2C)nn1	2	0.2	4	2	3	7	-3	9	8

Limited to PAFAH1B2 FP inh, PME-1 inh and BCLXL inh, for 2 of the compounds above:
smiles,PAFAH1B2 FP inh,PME-1 inh,BCLXL inh
Cc1ccc(C)c(OCCCCn2ccnc2)c1,1,1,6
Cc1cccc(-c2nc(C#N)c(NC3CCCCC3)o2)c1,1,7,0

Next section.
SMILES	BCLXL inh	MEX-5 binding	pPAFAH inh	PAFAH1B2 FP inh	AHR act	MCL1 BIM primary	Fam108B counter	GLD-1 TGE inh	PME-1 inh
CCOC(=O)N1CCC(NS(=O)(=O)c2ccc(C)c(Cl)c2)CC1	4	3.3	12	/	0	6	2	9	6
CCOc1ccc(NS(=O)(=O)c2cc(NC(=O)CCS(=O)(=O)c3ccc(C)cc3)ccc2OC)cc1	3	3.2	13	0	5	0	-4	2	3
Cc1cc(C=O)c(C)n1-c1ccc(N2CCCCC2)c([N+](=O)[O-])c1	4	0.8	8	8	6	-1	9	-5	-5
Cc1cc(C(=S)N2CCOCC2)c(C)n1-c1ccc(F)cc1	7	2.7	3	7	1	19	0	3	5
O=C(CS(=O)(=O)c1c[nH]c2ccccc12)N1CCCc2ccccc21	-5	2.2	5	6	3	-3	3	14	-6
O=C(COC(=O)CNC(=O)c1ccc(Cl)cc1Cl)NC(=O)NC1CCCCC1	5	1.5	5	7	1	-2	0	6	-6
O=C(C1CC1)N1CCc2cc(Br)cc(S(=O)(=O)NCc3ccccn3)c21	-4	2.0	5	3	0	3	-2	1	4
O=S(=O)(c1ccccc1)N1CCN(CC(O)COc2ccc3c(c2)CCC3)CC1 (stereo unspecified)	2	-0.5	5	2	0	-1	1	-2	-1
CC(C)N(C(=O)COC(=O)c1ccc([N+](=O)[O-])cc1)c1ccccc1	6	2.6	0	9	0	1	2	-5	-3
CC(C)N=c1c([N+](=O)[O-])nn(C)n1O	6	1.2	0	3	1	0	1	2	2
CC1CCCC(NC(=O)CCCn2c(=S)[nH]c3ccccc3c2=O)C1C (stereo unspecified)	-3	-0.3	-3	3	1	-10	-4	2	-6
COc1ccccc1/C=C(/C(=O)OCC(=O)NCc1ccccc1)c1ccccc1	-1	1.6	0	-7	0	-7	-4	4	-5

Source: PubChem BioAssay
